# Growth percent in the NCI-60 one-dose screen (48 h, 10 µM unless noted): 100 = growth as untreated, 0 = no growth, -100 = all killed.
# SK-MEL-5: SK-MEL-5 melanoma. 80,000 compounds, 6.4% hits
# UACC-257: UACC-257 melanoma; 78,000 compounds, 4.4% hits; AID 1794764
# LOX IMVI: LOX IMVI melanoma; AID 1794757; 79,000 compounds, 7.4% hits
# MALME-3M: MALME-3M melanoma. 78,000 compounds, 5.8% hits
# SK-MEL-2: SK-MEL-2 melanoma; 77,000 compounds, 4.7% hits
# SK-MEL-28: SK-MEL-28 melanoma. AID 1794761. 81,000 compounds, 4.1% hits
# MDA-MB-435: MDA-MB-435 melanoma; 82,000 compounds, 7.8% hits; AID 1794794
# UACC-62: UACC-62 melanoma; AID 1794756; 81,000 compounds, 5.4% hits
# Starred values were filed as active, the others as inactive; . = not tested or not shown; & = joins results of further samples; [ ] = remark or other dose. The calls were made as follows: active = growth percent below 10; inactive = the rest.
1. O=C(N/N=C/c1ccccc1Cl)c1ccccc1
2. O=C(Nc1ccc(Cl)cc1)Oc1ccc2ccccc2c1
3. CCOC(=O)c1[nH]c(=O)c2c(OCC)nc(-c3ccccc3)cc2c1O
4. COC(=O)CNC(=O)C1CSC2(C(=O)N(C)c3ccccc32)N1C(=O)C1CCCCC1 (configuration not stated)
5. O=C(CSc1nnc(-c2cc(-c3ccccc3)nc3ccccc23)n1-c1ccccc1)Nc1ccc(C(=O)/C=C/c2ccc(Cl)cc2)cc1

Compound	1	2	3	4	5
SK-MEL-5	99	85	95	.	91
UACC-257	104	89	107	110	103
LOX IMVI	99	51	109	96	94
MALME-3M	97	84	186	102	100
SK-MEL-2	95	103	80	101	112
SK-MEL-28	110	103	112	102	100
MDA-MB-435	99	84	108	94	96
UACC-62	101	38	93	97	68

6. C#CC[C@@H]1C[C@]2(C)[C@H]3CC=C4[C@H]5[C@@H](C)[C@H](C)CC[C@]5(C(=O)NCCN(CCN)CCN)CC[C@@]4(C)[C@]3(C)CC[C@H]2C(C)(C)[C@H]1OC(C)=O
7. O=C(Nc1ccccc1)Nc1ncccc1OCc1ccccc1
8. COc1ccc(Nc2ncccc2C(=O)Nc2nc3ccc(OC)cc3s2)cc1
9. CCN=c1cc2sc3cc(NCC)c(C)cc3nc-2cc1C
10. COc1ccc(Oc2ccc(/C=N/Nc3nc4ccccc4c(=O)n3-c3ccccc3)cc2)cc1

Compound	6	7	8	9	10
SK-MEL-5	96	103	85	-57*	102
UACC-257	116	131	90	6.7*	117
LOX IMVI	82	.	103	2.2*	122
MALME-3M	88	115	115	-31*	123
SK-MEL-2	115	93	90	27	108
SK-MEL-28	105	104	105	60	102
MDA-MB-435	85	107	108	-35*	107
UACC-62	96	81	80	61	100

11. COc1cccc(/C=C2\Cc3ccccc3C2=O)c1
12. O=C(O)c1ccccc1C(=O)c1cccc2c(F)cccc12
13. COc1ccc(Sc2nc(N)nc3c2CCN(Cc2ccc(OC)cc2OC)C3)cc1
14. CSc1nc2nc3c(c(-c4ccccc4)c2c(=O)n1C)CCC/C3=C\c1ccccc1
15. O=C1CC2(CCN(c3c(Cl)cncc3-c3ccc(N4CCOCC4)cc3)CC2)C(=O)N1

Compound	11	12	13	14	15
SK-MEL-5	100	108	60	104	74
UACC-257	.	98	68	106	90
LOX IMVI	100	93	69	.	93
MALME-3M	97	.	85	114	129
SK-MEL-2	.	103	70	90	94
SK-MEL-28	113	111	114	101	103
MDA-MB-435	97	112	74	105	101
UACC-62	99	98	73	91	102

16. COc1ccc(/C=N/NC(=O)COCC(=O)N/N=C/c2ccc(OC)cc2)cc1
17. N#CCC1=NC(c2cccs2)=Nc2ccccc2S1
18. CC12CCC(/C(=C/O)C1=O)C2(C)C (configuration not stated)
19. CCOc1cc(OCC)cc(C(=O)Nc2cnc(Nc3ccc(N4CCOCC4)cc3)nc2Oc2ccc(OC)cc2)c1
20. COc1cc2[nH]c(C(=O)c3cc(OC)c(OC)c(OC)c3)c(N)c2cc1C#Cc1ccccc1

Compound	16	17	18	19	20
SK-MEL-5	98	94	113	88	69
UACC-257	97	94	107	108	95
LOX IMVI	102	99	99	88	78
MALME-3M	115	99	108	119	75
SK-MEL-2	.	97	130	102	97
SK-MEL-28	100	88	120	96	80
MDA-MB-435	98	105	106	95	37
UACC-62	101	70	110	86	71

# Entries by screen from the entries so far.
# Nos. 5 to 16 in UACC-257: 103, 116, 131, 90, 6.7*, 117, ., 98, 68, 106, 90, 97
# Nos. 5 to 16 in SK-MEL-5: 91, 96, 103, 85, -57*, 102, 100, 108, 60, 104, 74, 98

# Next section:
21. COc1ccc(-c2nnc3ccc(N/N=C/c4ccccc4)nn23)cc1
22. CCCCCCC(C)c1ccccc1OS(=O)(=O)c1ccc(Cl)c(Cl)c1 (configuration not stated)
23. Cn1ncc2c(NCCc3ccccc3)ncnc21
24. O=[N+]([O-])c1ccc(Oc2ccc(CCCc3ccccc3)cc2)c([N+](=O)[O-])c1
25. COc1ccc(Nc2nnc(-c3ccc(Cl)cc3)o2)cc1

Compound	21	22	23	24	25
SK-MEL-5	.	98	102	91	78
UACC-257	113	92	100	116	93
LOX IMVI	70	100	101	67	79
MALME-3M	103	86	101	106	72
SK-MEL-2	111	86	105	.	88
SK-MEL-28	91	95	107	105	82
MDA-MB-435	104	101	99	98	70
UACC-62	86	85	95	73	71

# Copied from above: compounds 19–23
19. CCOc1cc(OCC)cc(C(=O)Nc2cnc(Nc3ccc(N4CCOCC4)cc3)nc2Oc2ccc(OC)cc2)c1
20. COc1cc2[nH]c(C(=O)c3cc(OC)c(OC)c(OC)c3)c(N)c2cc1C#Cc1ccccc1
21. COc1ccc(-c2nnc3ccc(N/N=C/c4ccccc4)nn23)cc1
22. CCCCCCC(C)c1ccccc1OS(=O)(=O)c1ccc(Cl)c(Cl)c1 (configuration not stated)
23. Cn1ncc2c(NCCc3ccccc3)ncnc21

Compound	19	20	21	22	23
SK-MEL-5	88	69	.	98	102
UACC-257	108	95	113	92	100
LOX IMVI	88	78	70	100	101
MALME-3M	119	75	103	86	101
SK-MEL-2	102	97	111	86	105
SK-MEL-28	96	80	91	95	107
MDA-MB-435	95	37	104	101	99
UACC-62	86	71	86	85	95

# The list continues:
26. Cc1cc(=O)n2nc(-c3cn(C)c4ccccc34)sc2n1
27. Nc1ccc(F)cc1-c1n[nH]c(=O)[nH]c1=O
28. CCCCNC(=S)NNc1ccc([N+](=O)[O-])cn1
29. COc1ccc(-c2cn[nH]c2-c2cc(OC)c3c(c2)OCO3)cc1
30. N#C/C(=C\c1cccc2cnccc12)n1nc2cccc(F)c2n1

Compound	26	27	28	29	30
SK-MEL-5	96	.	106	32	95
UACC-257	.	.	106	67	92
LOX IMVI	102	100	95	23	81
MALME-3M	99	98	113	31	89
SK-MEL-2	.	.	109	-9.3*	93
SK-MEL-28	99	109	110	39	100
MDA-MB-435	101	100	104	-55*	81
UACC-62	91	99	93	16	79

31. CCOC(=O)C1=C(C)NC(=O)NC1c1c(Cl)n(C)c2ccccc12 (configuration not stated)
32. N#C/C(=C\c1cccs1)C(=O)c1ccco1
33. CCSc1nc2c([nH]1)c(=O)n(C)c(=S)n2C
34. SCc1ccc(CS)cc1
35. Cc1cc(C)c(NS(=O)(=O)c2ccccc2)c(C)c1

Compound	31	32	33	34	35
SK-MEL-5	100	100	119	96	114
UACC-257	105	92	108	114	107
LOX IMVI	100	99	97	96	89
MALME-3M	101	117	.	106	.
SK-MEL-2	120	.	111	108	106
SK-MEL-28	105	103	128	112	106
MDA-MB-435	104	104	109	111	110
UACC-62	99	104	105	105	90

36. COc1ccc(/C=C/c2nc(N3C(=O)C(Cl)C3c3ccc(Cl)cc3)c3ccccc3n2)cc1 (configuration not stated)
37. O=C1C(=Cc2ccc(Cl)cc2)C(=O)c2ccccc21
38. COc1cc([C@@H]2c3cc4c(cc3C(OC3O[C@@H]5COC(C)O[C@H]5[C@H](O)[C@H]3O)C3COC(=O)[C@@H]32)OCO4)cc(OC)c1O (some centres not stated)
39. CCCSc1nc(NC2CC2)c(C#N)c(-c2ccc(F)cc2)n1
40. NN1C(=O)c2cnn(-c3ccccc3)c2NC1NN1Cc2ccccc2C1=O (configuration not stated)

Compound	36	37	38	39	40
SK-MEL-5	.	97	17	89	101
UACC-257	105	88	51	104	105
LOX IMVI	60	100	12	61	99
MALME-3M	103	119	40	110	100
SK-MEL-2	95	107	75	120	114
SK-MEL-28	113	113	61	95	115
MDA-MB-435	88	104	50	97	106
UACC-62	57	102	34	75	102

41. COc1ccc(OC)c(-c2cc(-c3ccccc3)c(C#N)c(SC)n2)c1
42. CC1(C)Cc2cc(Br)ccc2O1
43. CN(C)CC/C=C1/c2ccccc2Sc2ccc(Cl)cc21
44. COc1ccc(C(C)=C(c2ccc(OCCN3CCCCC3)cc2)c2ccc(OCCN3CCCCC3)cc2)cc1
45. CN(C)CCNc1nc(NN2C(=O)c3cccc4cccc(c34)C2=O)nc(N2CCOCC2)n1

Compound	41	42	43	44	45
SK-MEL-5	86	104	104	100	98
UACC-257	88	100	108	98	111
LOX IMVI	78	98	93	98	90
MALME-3M	95	100	102	98	103
SK-MEL-2	90	98	83	108	108
SK-MEL-28	82	117	116	101	118
MDA-MB-435	54	108	101	102	105
UACC-62	67	93	91	96	104

46. Cc1[nH]c2c(C)cccc2c1C
47. COc1ccc(/C(C)=C(\c2ccc(Cl)cc2)c2ccc(OCCN3CCCCC3)cc2)cc1
48. c1ccc2c(-c3cn4ccnc4c(-c4ccc5c(c4)ncn5C4CCCCC4)n3)cccc2c1
49. Cc1nn(-c2ccc(F)cc2)c2ncnc(N3CCN(c4ccc(Cl)cc4)CC3)c12
50. COc1ccc(OC)c(NC(=O)/C(C#N)=C/c2ccco2)c1

Compound	46	47	48	49	50
SK-MEL-5	98	-39*	98	95	102
UACC-257	94	1.8*	64	100	91
LOX IMVI	117	3.1*	89	95	98
MALME-3M	97	35	112	96	80
SK-MEL-2	106	56	79	91	87
SK-MEL-28	101	20	107	104	104
MDA-MB-435	93	58	96	115	99
UACC-62	94	33	79	.	87

51. Oc1c(I)cc(Cl)c2cccnc12
52. CCCCCCCOc1nc2c(c(=O)n(C)c(=O)n2C)n1C
53. Cc1ccc2nc(-c3c(C)nn(-c4ccccc4)c3N3CCCCC3)[nH]c2c1
54. C[C@]12CC[C@@H]3c4ccc(O)cc4CC[C@H]3[C@@H]1CC[C@@H]2NS(=O)(=O)c1cccc(Br)c1
55. O=C(CN1C(=O)S/C(=C\C(Cl)=C\c2ccccc2)C1=O)NCCCn1ccnc1

Compound	51	52	53	54	55
SK-MEL-5	48	99	98	61	64
UACC-257	87	112	107	80	75
LOX IMVI	20	105	89	.	-52*
MALME-3M	95	113	96	63	25
SK-MEL-2	.	111	110	.	38
SK-MEL-28	80	114	97	88	12
MDA-MB-435	52	112	95	48	20
UACC-62	37	95	69	70	19

56. CN1CCN(CCNC(=O)n2cc(-c3ccncc3)c(-c3cc(O)cc(Cl)c3)n2)CC1
57. CCC(=O)Nc1ccccc1C#C/C=C\C#Cc1ccccc1C(F)(F)F
58. Cc1cccnc1-n1ncc(C(=O)Nc2nc3ccccc3s2)c1C
59. O=C(CC(CC(=O)c1ccccc1)c1ccco1)c1ccccc1
60. O=C1/C(=C/c2cccc([N+](=O)[O-])c2)COc2ccc(O)c(O)c21

Compound	56	57	58	59	60
SK-MEL-5	59	60	98	94&96	17
UACC-257	98	.	102	87&105	3.4*
LOX IMVI	93	56	100	89&90	-94*
MALME-3M	98	54	95	90&89	-53*
SK-MEL-2	97	12	107	87&97	-25*
SK-MEL-28	81	84	99	110&110	-48*
MDA-MB-435	89	0.8*	100	102&99	-33*
UACC-62	59	38	95	81&81	-83*

61. Nc1[nH]n(-c2ccccc2)c(=O)c1/C=N/C(=S)N=Nc1c(O)[nH]c2ccccc12
62. CN1CCC(CNc2cc(C3(C(=O)Nc4cc(C(=O)Nc5ccc(Cl)c(C(F)(F)F)c5)ccc4F)CC3)ncn2)CC1
63. CC(C)=CC/C=C(/C)[C@H]1CC[C@]2(C)[C@@H]1CC[C@@H]1[C@@]3(C)CCCNC(C)(C)[C@@H]3CC[C@]12C
64. CCn1c(N)nc2c1c(=O)n(C)c(=O)n2C
65. O=C(OCc1ccc2c(Br)cc(Br)c(O)c2n1)c1c[nH]c2ccccc12

Compound	61	62	63	64	65
SK-MEL-5	97	-95*	-71*[100 µM]	113	38
UACC-257	92	.	-72*[100 µM]	91	73
LOX IMVI	93	-74*	-46*[100 µM]	108	53
MALME-3M	.	-68*	-79*[100 µM]	129	71
SK-MEL-2	100	-57*	-70*[100 µM]	119	82
SK-MEL-28	116	-55*	-87*[100 µM]	121	.
MDA-MB-435	110	-53*	-75*[100 µM]	108	69
UACC-62	94	33	-95*[100 µM]	111	57

# 3 structures out of the list, sorted by SMILES length, smallest number first:
60. O=C1/C(=C/c2cccc([N+](=O)[O-])c2)COc2ccc(O)c(O)c21
62. CN1CCC(CNc2cc(C3(C(=O)Nc4cc(C(=O)Nc5ccc(Cl)c(C(F)(F)F)c5)ccc4F)CC3)ncn2)CC1
63. CC(C)=CC/C=C(/C)[C@H]1CC[C@]2(C)[C@@H]1CC[C@@H]1[C@@]3(C)CCCNC(C)(C)[C@@H]3CC[C@]12C

Compound	60	62	63
SK-MEL-5	17	-95*	-71*[100 µM]
UACC-257	3.4*	.	-72*[100 µM]
LOX IMVI	-94*	-74*	-46*[100 µM]
MALME-3M	-53*	-68*	-79*[100 µM]
SK-MEL-2	-25*	-57*	-70*[100 µM]
SK-MEL-28	-48*	-55*	-87*[100 µM]
MDA-MB-435	-33*	-53*	-75*[100 µM]
UACC-62	-83*	33	-95*[100 µM]

# Next compounds:
66. CC(=O)O[C@H]1C/C=C\C[C@@H](O)[C@@]2(C)O[C@@H]2CC[C@H](C)C1
67. COC1=C(OC)C(=O)C=CC1=O
68. N#CCCOCC(OCCC#N)C(OCCC#N)C(OCCC#N)C(COCCC#N)OCCC#N (configuration not stated)
69. C=C(NC(=O)C(=C)NC(=O)c1csc(C2=NC3c4csc(n4)C4NC(=O)c5csc(n5)C(C(C)(O)C(C)O)NC(=O)C5CSC(=N5)/C(=C/C)NC(=O)C(C(C)O)NC(=O)c5csc(n5)C3(CC2)NC(=O)C(C)NC(=O)C(=C)NC(=O)C(=C)NC(=O)C(C(C)C)NC2C=Cc3c(C(C)O)cc(nc3C2O)C(=O)OC4C)n1)C(N)=O (configuration not stated)
70. Cc1ccc(Nc2c(O)nc[nH]c2=O)cc1C
71. CC(=O)Nc1c(Cl)cc(N)cc1Cl
72. OCCN(CCO)c1cc2c3ccccc3ccc2c2ccccc12

Compound	66	67	68	69	70	71	72
SK-MEL-5	100	111	111	-56*	97&103	99	84
UACC-257	114	110	102	24	96&108	97	87
LOX IMVI	89	100	100	-53*	99&103	104	66
MALME-3M	83	114	.	-65*	114&116	99	.
SK-MEL-2	110	112	98	-18*	110&105	103	76
SK-MEL-28	107	120	121	.	111&115	107	103
MDA-MB-435	98	116	105	-65*	104&114	98	84
UACC-62	95	94	105	5.9*	99&97	105	63
